CSM14.1 death rescue – protection against thapsigargin-triggered cell killing – 384-well, CSM14.1, ATP luminescence, primary screen (AID 1222). CSM14.1 thapsigargin-induced death rescue, ATP luminescence; higher % means a stronger effect. cellular ATP content (survival), % at 20 µM; hits with a dose series show EC50 in µM. 190,000 tested, under 10 active;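 active = EC50 below 50 µM in the dose-response confirmation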;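 note: death triggered by thapsigargin at about 15 µM added after 2 h compound pretreatment; cell ATP read after overnight thapsigargin exposure of roughly 18 to 22 hours; normalized against plate controls of thapsigargin alone and 5% DMSO vehicle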
Dengue-2 NS5 capping – flavivirus cap methylation enzyme inhibition – biochemical, confirmation dose response, primary screen (AID 588689); 340,000 tested, 0.3% active; Dengue-2 NS5 methyltransferase capping enzyme assay, biochemical; higher % means a stronger effect; inhibition, % at 25 µM, or IC50 in µM where a hit was titrated; in the data active = a potency from the dose series; inconclusive = inhibition above about 29% without an active follow-up result
RSV antiviral HEp-2 – RSV antiviral activity via CPE protection, HEp-2 cells, primary 10 µM value included (AID 2391). HEp-2 cells, RSV-induced CPE inhibition; higher % means a stronger effect. CPE inhibition, % at 10 µM, or IC50 in µM where a hit was titrated. 310,000 tested, 0.13% active; in the data active = a potency from the dose series; inconclusive = CPE inhibition mostly from about 23% at the one dose, without a potency; inactive = the rest, 99 in 100 with CPE inhibition below about 21%; note: strong numbers were not always called active
Large T inhibition – SV40 large T antigen inhibitors, biochemical (AID 1903); SV40 large T antigen ATPase/helicase inhibition assay; higher % means a stronger effect; one-dose inhibition, % at 20 µM; IC50 in µM for titrated hits; 310,000 tested, 0.39% active; in the data active = a potency from the dose series; inconclusive = inhibition mostly from about 32% at the one dose, without a potency; inactive = the rest, 99 in 100 with inhibition below about 32%; note: strong numbers were not always called active
K1F lysis inhibition – protection from phage-mediated lysis, alamar blue read-out – E. coli UTI89, K1F phage, bacterial capsule biogenesis inhibitors (AID 488966); E. coli UTI89 K1F phage lysis, alamar blue, 2 h; higher % means a stronger effect; inhibition, % at 100 µM; hits with a dose series show IC50 in µM; 340,000 tested, 0.02% active;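 active = phage lysis inhibition, versus mean bacterial control, above a set limit; inconclusive = no clear call, values can overlap the other calls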;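 note: capsule biogenesis inhibitors block K1F phage lysis so surviving cells raise fluorescence; higher fluorescence means more inhibition of phage lysis; actives were called in the ten point dose series up to 300 µM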
WT yeast gro inh – growth inhibition of WT yeast, mitochondrial fusion screen. inhibition, % at 10 µM. 190,000 tested, 2.1% active. mitochondrial fusion phenotypic screen, WT strain; in the data active = inhibition above about 58%; tested in S. cerevisiae
Yfh1-depleted yeast – mitochondrial function rescue without frataxin homolog – Friedreich's ataxia, plus single-dose screen, dose response (AID 1465) | fold induction at 50 µM, or EC50 in µM where a hit was titrated | 220,000 tested, 0.074% active | S. cerevisiae Yfh1-off respiration, WST-1 reduction, 72 h; higher fold induction means a stronger effect;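 active = fold induction of absorbance versus untreated yeast above a set limit, then at least 30% activation at any dose in follow-up; inconclusive = repeats straddling the limit, or above it without dose testing; inactive = fold induction below the set limit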;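 note: activators that raise dye reduction in frataxin-depleted yeast; strong numbers were not always called active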
West Nile virus CPE – West Nile virus antiviral activity, cell-based, CPE readout (AID 1621) | CPE inhibition, % at 10 µM, or IC50 in µM where a hit was titrated | 290,000 tested, 0.02% active | West Nile virus-infected cells, CPE inhibition; higher % means a stronger effect; in the data active = a potency from the dose series; inconclusive = CPE inhibition mostly from about 3.7% at the one dose, without a potency; inactive = the rest, 99 in 100 with CPE inhibition below about 2.2%; note: strong numbers were not always called active
XIAP displacement – small molecules displacing peptide from XIAP – biochemical, IAP family, fluorescence polarization (AID 1018) | 200,000 tested, 0.007% active | XIAP BIR domain, fluorescence polarization peptide displacement; higher % means a stronger effect | one-dose displacement, % at 20 µM; IC50 in µM for titrated hits; in the data active = displacement above about 50%; note: a part of the inactive calls stands beside numbers as strong as those of hits
WT yeast gro inh mutant strain – recorded beside WT yeast gro inh, whose call it bears; inhibition, %; mitochondrial fusion phenotypic screen, mutant strain inhibition
* marks the source's active call; other numbers are inactive results; i = inactive; ? = inconclusive; . = not tested or not shown; & = joins results of further samples; [ ] = dose if it differs, or a comment. Not a hit list; about 2.2% have a hit in one of these screens.

Sample of the layout, 2 compounds:
SMILES	CSM14.1 death rescue	Dengue-2 NS5 capping	RSV antiviral HEp-2	Large T inhibition	K1F lysis inhibition	WT yeast gro inh	WT yeast gro inh mutant strain	Yfh1-depleted yeast	West Nile virus CPE	XIAP displacement
CCc1ccc(NC(=S)NCc2ccccc2)cc1	-1.4%	0%	-0.3%	12%	0.7%	70*	35*	i	-1.1%	-0.6%
CCN(CC)S(=O)(=O)c1ccc(NC2c3ccccc3C(=O)N2Cc2ccc3c(c2)OCO3)cc1 (stereo not drawn)	1.5%	-1%	5.3%	-5%&18%	-0.5%	29	9	i	-0.3%	-6.2%

The listing, from the first entry:
SMILES	CSM14.1 death rescue	Dengue-2 NS5 capping	RSV antiviral HEp-2	Large T inhibition	K1F lysis inhibition	WT yeast gro inh	WT yeast gro inh mutant strain	Yfh1-depleted yeast	West Nile virus CPE	XIAP displacement
CCc1ccc(NC(=S)NCc2ccccc2)cc1	-1.4%	0%	-0.3%	12%	0.7%	70*	35*	i	-1.1%	-0.6%
CCN(CC)S(=O)(=O)c1ccc(NC2c3ccccc3C(=O)N2Cc2ccc3c(c2)OCO3)cc1 (stereo not drawn)	1.5%	-1%	5.3%	-5%&18%	-0.5%	29	9	i	-0.3%	-6.2%
Cc1c(C(=O)c2ccc(N(C)C)cc2)c2ccccn2c1CCC#N	-0.4%	-8%	5.4%	7%	-1.2%	-3	-18	i	0.8%	-4.5%
CCC/C(O)=C1\C(=O)CC(C)(C)CC1=Nc1ccccc1OC	3.7%	1%	1.2%	5%	0.1%	10	2	i	-0.4%	-17%
CC1OC(Nc2ccc(N=Nc3ccccc3)cc2)C(O)C(O)C1O (stereo not drawn)	1.1%	-8%	0.1%	6%	-0.2%	-13	-2	?	1.0%	-5.1%
O=C(Nc1cccc(O)c1)C1CC(c2ccc(Cl)cc2)=NO1 (stereo not drawn)	.	-6%	-0.2%	3%	-0.1%	.	.	.	-1.6%	.
Cc1cc(/C=C(/C#N)c2cccc(F)c2)c(C)n1-c1cccnc1	.	0%	?	3%	-1.0%[50 µM]	35	13	i	-0.7%	-4.9%
C=CCOC(=O)C1=C(C)NC(SCC(=O)NC(=O)OCC)=C(C#N)C1c1cccnc1 (stereo not drawn)	0.7%	-18%&-30%	0.2%	-3%	2.4%&-0.7%	-5	-1	i	1.2%	-5.3%
COc1ccc(N2CCN(c3oc(-c4ccc(OC)c(OC)c4)nc3C#N)CC2)cc1	2.1%	-7%	1.0%	8%	0.5%	21	22	i	43%	-1.8%
COc1ccccc1OCc1nc(-c2ccc([N+](=O)[O-])cc2)no1	-1.7%	-6%	1.7%	7%	1.0%[50 µM]	-5	1	i	-1.1%	-3.9%
O=S(=O)(Nc1cccc(S(=O)(=O)N2CCOCC2)c1)c1cccs1	.	-2%	2.7%	2%	0.0%	.	.	.	-0.1%	.
Cc1nnc(SCC(=O)NC2CCS(=O)(=O)C2)n1-c1ccccc1 (stereo not drawn)	0.5%	0%	2.1%	4%	-0.1%	-2	6	i	0.5%	-8.3%
Cc1nn(S(=O)(=O)N(C)C)c(C)c1CN1C(=O)c2ccccc2C1=O	-4.7%	0%	3.7%	2%	1.8%[50 µM]	-4	-2	i	0.0%	-11%
Cc1ccc(C(=O)c2c3ccc(C(F)(F)F)cc3[n+]([O-])n2CCC(N)=O)cc1	.	-8%	1.3%	12%	0.2%	.	.	.	-0.7%	.
O=C(N/N=C/c1cccnc1)c1ccc2c(c1)OCO2	.	-8%	0.3%	24%	0.1%	.	.	.	-0.8%	.
CCc1ccc(NC(=O)CCC(=O)c2ccccc2)cc1	.	-7%	1.8%	4%	0.1%	.	.	.	2.3%	.
Cc1ccc(C)c(NC(=O)COC(=O)Cc2ccsc2)c1	1.3%	-13%	1.6%	2%	-0.5%	-1	-1	i	0.7%	-4.8%
CCOC(=O)C1=C(N)OC2=C(C(=O)CCC2)C1c1ccc2c(c1)OCO2 (stereo not drawn)	.	3%	0.9%	13%	-2.4%	.	.	.	.	.
CC(=O)Nc1nnc(SCC(=O)NCC2CCCO2)s1 (stereo not drawn)	0.6%	4%	1.6%	1%	4.0%	5	0	i	0.1%	-7.4%
COCCNC(=O)COCc1cc(-c2ccc3c(c2)OCO3)on1	.	-14%	2.1%	6%	0.0%	.	.	.	-0.3%	.
O=C(COc1ccccc1[N+](=O)[O-])Nc1ccc2c(c1)OCO2	-1.0%	-3%	-0.3%	3%	0.4%	5	4	i	-0.1%	-9.2%
S=C(NCCCN1CCOCC1)NCCCN1CCOCC1	-2.5%	-3%	1.2%	8%	-1.9%	11	9	i	0.1%	-4.1%
Cc1c(C(=O)N(C)CCCCN2CCOCC2)oc2c(F)cccc12	.	.	2.6%	30%	0.9%	.	.	.	-0.5%	.
CC(=O)Nc1ccc(S(=O)(=O)/N=C2/NC(=O)/C(=C\c3ccco3)S2)cc1	0.0%	-40%	1.5%	?	-0.3%	-6	-2	i	1.8%	-1.5%
COc1ccc(-n2nc(C(=O)NCC(=O)NCCCN3CCCCCC3)c3ccccc3c2=O)cc1Cl	0.2%	-5%	-0.1%	7%	5.5%	5	-3	i	-1.1%	-4.0%
CCn1c(COc2ccc(C)cc2)nnc1SCc1ccc(C#N)cc1	0.3%	-2%	6.2%	27%	1.2%	7	-14	i	-0.9%	-2.4%
O=S(=O)(c1ccc(OCC(O)CN2CCN(c3ccccc3O)CC2)cc1)N1CCOCC1 (stereo not drawn)	1.7%	0%	1.5%	9%	0.3%	2	-10	i	-0.8%	-1.4%
O=C(NCCO)c1cccc(Cl)c1	-0.3%	4%	1.7%	-3%	-0.5%	-25	11	i	1.5%	-3.2%
COC(=O)c1ccc(C2NC(C(=O)O)CS2)cc1 (stereo not drawn)	-2.1%	-6%	2.9%	15%	0.1%	2	10	i	0.6%	-11%
CCc1ccc(OCc2nnc(SCC(=O)NC3CCCCC3)o2)cc1	.	-8%	1.9%	5%	-0.1%	.	.	.	-0.1%	.
O=C(NCCc1nc2ccccc2[nH]1)c1cccc(Br)c1	-0.8%	-6%	1.8%	1%	-0.2%	-1	-11	i	0.4%	-0.3%
CC(=O)c1cc(CN2C(=O)CCC2=O)cs1	2.7%	0%	1.6%	18%	3.4%	11	9	i	-0.7%	-4.1%
O=C(NCc1ccc(Cl)cc1)C(=O)Nc1nccs1	0.1%	-3%	0.0%	8%	-0.3%	19	15	i	0.3%	0.1%
CCCNC(=O)c1c(O)c2cccc3c2n(c1=O)CCC3	.	4%	?	-1%	1.3%[50 µM]	.	.	.	1.1%	.
COc1cccc2[nH]c(C(=O)NN)c(N)c12	.	5%	.	26%	0.9%	.	.	i	0.1%	.
Cn1c(=O)c2c(ncn2CCCC(=N)N2CCOCC2)n(C)c1=O	-0.4%	-3%	0.3%	4%	0.5%	2	6	i	0.3%	-3.7%
Cc1nc(NC(=O)CSc2nnc(N)s2)c(Cl)cc1Cl	0.1%	-4%	?	7%	0.2%	-9	0	i	0.8%	-15%
COc1ccccc1C(=O)N/N=C(\C)c1ccc(NC(=O)C2CC2)cc1	20%	3%	1.5%	10%	-1.1%	1	-5	i	0.0%	-4.8%
COc1cc2c(cc1NC(=O)COC(=O)/C=C/c1ccccc1)oc1ccccc12	-2.1%	-2%	1.9%	14%	1.9%[50 µM]	-15	6	i	-0.4%	-1.7%
CS(=O)(=O)N(CC(=O)Nc1cccc([N+](=O)[O-])c1)c1ccccc1	0.0%	-8%	-0.2%	21%	0.2%	10	-30	i	-0.7%	-8.1%
Cc1ccc(N2CC(C(=O)OCc3ccc([N+](=O)[O-])cc3)CC2=O)cc1 (stereo not drawn)	-1.2%	-5%	0.0%	3%	-0.7%	0	0	i	0.2%	-0.8%
Clc1ccccc1C1CC(c2ccccc2)Nc2ncnn21 (stereo not drawn)	.	-9%	0.5%	1%	6.3%	13	7	i	-0.6%	-1.6%
N#CCCNC(=O)CCN1CCOCC1	0.0%	1%	2.0%	4%	1.1%	14	22	i	0.3%	-4.1%
O=c1[nH][nH]cc1C=Nc1ccccc1O	-1.1%	-1%	-0.4%	28%	-0.7%	7	24	i	-1.4%	2.7%
COc1ccc2[nH]c(=O)c(CN(c3ccccc3)S(=O)(=O)c3ccccc3)cc2c1	.	-2%	0.4%	10%	0.0%	.	.	.	-0.3%	.
O=C1CC2(CCN(C(=O)c3ccccc3F)CC2)Oc2ccccc21	.	-7%	2.0%	18%	-1.3%	.	.	.	.	.
CC(C)(Cc1nc2ccccc2[nH]1)C(=O)O	-0.3%	-2%	0.4%	10%	0.8%	41	19	i	0.1%	-3.5%
CC1(C)Cc2c(cnn2-c2ccccc2)C(=O)/C1=N\NC(=O)c1ccccc1N	-0.8%	4%	2.2%	15%	-0.5%	1	6	i	-0.2%	2.0%
COCCN(Cc1cc2c(C)cc(C)cc2nc1Cl)C(=O)c1ccccc1F	0.4%	-1%	12%	-2%	3.6%	32	4	i	-1.7%	-6.6%
CC(C)[C@H](NC(=O)N1CCC(Cc2ccccc2)CC1)C(=O)O	.	9%	2.7%	0%	0.3%	.	.	.	0.5%	.
COc1ccc(CNC(=O)c2ccc(NS(=O)(=O)c3c(C)noc3C)cc2)cc1	1.2%	8%	1.2%	4%	0.8%	4	33	i	0.6%	-2.5%
CCC/C(=N\NC(=O)CNC(=O)c1ccc(Cl)cc1)c1ccccc1	-1.6%	2%	1.9%	9%	0.7%	10	15	i	-0.7%	-2.5%
O=C(Cn1c(=O)c2c(ncn2Cc2ccccc2)n(Cc2ccccc2)c1=O)N1CCCC1	0.3%	-8%	2.6%	8%	-0.1%	6	12	i	-0.5%	-7.3%
CC1CCN(c2nc3c(cc2C#N)COC(C)(C)C3)CC1	1.9%	-10%	2.4%	.	-0.3%	-17	-1	i	-0.5%	-1.8%
O=C(c1cccs1)n1nc(-c2ccccc2)nc1NCc1ccco1	-2.6%	4%	0.8%	8%	0.0%	52	55	i	0.2%	-5.4%
O=C(NCC1CCCN1S(=O)(=O)c1cccs1)C(=O)Nc1ccccc1 (stereo not drawn)	.	4%	0.5%	4%	1.5%[50 µM]	.	.	.	.	.
O=C1CCC(=O)N1CN(C(=O)c1ccco1)c1ccccc1	-2.5%	2%	1.2%	-31%	4.1%	-3	-15	i	0.0%	-7.0%
COc1cc(C)ccc1Oc1ncnc(N)c1[N+](=O)[O-]	.	-5%	-1.8%	9%	0.1%	.	.	.	-0.1%	.
COC(=O)C1CC(O)CN1C(=O)Nc1cccc(C(F)(F)F)c1 (stereo not drawn)	-2.1%	-2%	0.5%	6%	-0.4%	-2	-4	i	0.1%	-18%
O=C(COc1ccccc1)Nc1nnc(-c2ccc3c(c2)CCCC3)o1	-2.0%	-1%	7.7%	1%	0.3%	63	77	i	0.2%	-6.3%
